Screening data (PubChem)
H9c2 protect – protects H9c2 cardiomyocytes from peroxide injury. H2O2 injury protection, ATPLite, 2 h. AID 588492. protection from H2O2 cell death, % at 20 µM. 0.63% of 360,000 active;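 active means compounds giving at least 50% protection of heart cells from peroxide-induced death in the single-dose screen, raw or plate-pattern-corrected value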;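 further: 0% = DMSO wells with peroxide and 100% = DMSO wells without peroxide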
PDI turbidity – inhibitors of human protein disulfide isomerase. PDI insulin aggregation turbidity, A650, 90 min. inhibition, % at 10 µM. 0.052% of 350,000 active. AID 588391;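 active means mean inhibition across replicates of 30% or more, whatever share of single replicates reach that level; inconclusive means mean inhibition below 30% while every single replicate reaches 30%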;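 further: absorbance from insulin aggregation driven by PDI reduction with DTT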
Target sequence (P07237 whole entry, looked up): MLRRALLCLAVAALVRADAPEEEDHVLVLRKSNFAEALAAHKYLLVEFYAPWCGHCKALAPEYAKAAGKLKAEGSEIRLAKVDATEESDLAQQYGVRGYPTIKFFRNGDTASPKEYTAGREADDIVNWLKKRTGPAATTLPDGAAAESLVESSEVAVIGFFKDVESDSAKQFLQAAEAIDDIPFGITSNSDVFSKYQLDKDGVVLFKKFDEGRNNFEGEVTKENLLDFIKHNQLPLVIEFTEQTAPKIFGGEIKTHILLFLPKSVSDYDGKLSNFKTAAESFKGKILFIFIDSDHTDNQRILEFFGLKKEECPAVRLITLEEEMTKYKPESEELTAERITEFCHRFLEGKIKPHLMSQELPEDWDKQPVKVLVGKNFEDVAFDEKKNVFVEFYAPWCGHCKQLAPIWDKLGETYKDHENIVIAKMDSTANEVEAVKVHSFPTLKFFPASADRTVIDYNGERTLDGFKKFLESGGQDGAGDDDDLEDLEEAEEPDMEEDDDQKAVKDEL
iPSC survival up – increases survival of single human iPS cells; hiPSC single-cell survival, ATPlite luminescence; 100% = ROCK inhibitor wells, 0% = DMSO; 0.044% of 360,000 active; survival enhancement, % at 20 µM; AID 602274; in the data active means survival enhancement above about 18%;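 further: cells exposed to compounds for 16 hours before the ATP read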
HIF-2a inh – HIF-2a inhibition | 786-0 RCC cells HIF-2a reporter, luciferase luminescence, overnight | inhibition, % at 18.8 µM | 0.72% of 360,000 active;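 active means inhibition of the luminescence signal of 40% or more relative to plate controls, in a single-dose primary screen at 18.75 µM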
CaV13 ICDI inh – Disruptors of the CACNA1D IQ motif to Ca2+-dependent inactivation inhibitor domain association, primary screening, Förster resonance energy transfer in intact living …. HEK cells, CFP/YFP FRET ICDI-IQ, plate reader, 10 min; percent FRET-ratio fall versus neutral wells. inhibition, % at 12.3 µM. 0.098% of 340,000 active. AID 743397;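 active means mean replicate inhibition of at least 30% and at least 1% of replicates passing that level; inconclusive means only one of the two criteria is met; inactive means neither criterion is met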;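 further: 0% = median of the neutral control wells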
NR2E3 ag-1 – activates human photoreceptor nuclear receptor NR2E3; inhibition of corepressor binding, % at 4.78 µM; AID 2300; 0.12% of 320,000 active; GST-NR2E3/biotin-RetCOR TR-FRET, 1536-well; Q9Y5X4;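 active means percent inhibition above the cutoff of mean plus 3 SD of all tested compounds, set per screening campaign, cut at about 20% in these data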;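 further: 0% = DMSO wells and 100% = biotin wells as full block of FRET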
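Material: NR2E3–RetCOR corepressor complex | Quantity: 1.35 nM GST-tagged NR2E3 final | Schedule: 5 h at 4 °C | Replication: Singlicate compound wells | Reagent: RetCOR corepressor, biotinylated, 7 nM | Controls: Biotin wells as high control, 0.6% DMSO wells as low control | Signal: TR-FRET, Eu(K)-anti-GST donor, streptavidin-D2 acceptor, ex 340, em 617/671 nm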
Peg3 promoter – Peg3 promoter activity inhibition; inhibition, % at 20 µM; HeLa PEG-Prom luciferase reporter, luminescence, overnight; 1.7% of 360,000 active;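 active means inhibition of at least 50% at 20 µM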
Shn3 inh set2 – Schnurri-3 reporter inhibition in Clone20 osteoblasts; Clone20 osteoblast Shn3 3'UTR firefly luciferase, 24 h; inhibition, % at 12.5 µM; 0.52% of 360,000 active; AID 588674;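 active means mean inhibition of at least 75% with every replicate also reaching 75%; inconclusive means mean inhibition at least 75% but some replicate below; inactive means mean inhibition below 75%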;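 further: 0% = median of neutral control wells and 100% = pilot-screen positive control compound; some compounds past the cut are filed as inactive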
TRPM1 prom inh – inhibitors of MITF-driven TRPM1 promoter in melanoma cells; SK-MEL-5 TRPM1 promoter luciferase, 24 h; inhibition, % at 12.5 µM; 0.83% of 330,000 active; AID 488899;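 active means mean inhibition across replicates of 60% or more, whatever share of single replicates reaches that level; inconclusive means some that reach 60%, reason not given; inactive means mean inhibition across replicates below 60%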; further: values of inactives mirror those of a sister screen read the other way
HTR2A ag – mouse HTR2A agonism via beta-arrestin recruitment; P35363; CHO-K1 mHTR2A beta-arrestin complementation, luminescence; percent of 30 µM serotonin response; activation, % at 7.6 µM; 0.66% of 360,000 active; AID 624169;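 active means activation above a run cutoff, the mean activation of all tested compounds plus 3 SD, cut at about 14% in these data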;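 further: 0% = plate median of compound wells and 100% = 30 µM serotonin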
Target sequence (P35363 whole entry, looked up): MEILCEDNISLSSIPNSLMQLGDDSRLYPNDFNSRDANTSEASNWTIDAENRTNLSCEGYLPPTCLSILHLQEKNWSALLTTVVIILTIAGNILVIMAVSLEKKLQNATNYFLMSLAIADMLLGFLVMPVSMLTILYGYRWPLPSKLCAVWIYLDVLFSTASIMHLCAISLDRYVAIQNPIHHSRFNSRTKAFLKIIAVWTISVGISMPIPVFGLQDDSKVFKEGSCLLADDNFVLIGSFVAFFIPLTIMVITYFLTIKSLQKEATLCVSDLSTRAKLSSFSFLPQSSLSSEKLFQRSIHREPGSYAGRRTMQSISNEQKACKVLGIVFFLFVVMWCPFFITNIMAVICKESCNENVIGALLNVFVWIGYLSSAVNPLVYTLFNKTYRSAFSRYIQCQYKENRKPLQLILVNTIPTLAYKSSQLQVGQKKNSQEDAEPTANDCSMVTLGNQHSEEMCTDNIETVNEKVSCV
NR2E3 ag-2 – agonists of human NR2E3 nuclear receptor; Q9Y5X4; CHO-S Gal4-NCOR/VP16-NR2E3 two-hybrid, luciferase; inhibition of corepressor binding, % at 3.98 µM; 0.35% of 360,000 active; AID 602229;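 active means inhibition above the mean of all tested compounds plus 3 SD, cut at about 70% in these data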;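 further: 0% = DMSO with NR2E3 transfected cells and 100% = cells lacking NR2E3 construct; higher means lower luciferase signal from less NR2E3 corepressor binding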
* marks the source's active call; other numbers are inactive results; ? = inconclusive; · = not tested or not shown; & = joins results of further samples.

SMILES	H9c2 protect	PDI turbidity	iPSC survival up	HIF-2a inh	CaV13 ICDI inh	NR2E3 ag-1	Peg3 promoter	Shn3 inh set2	TRPM1 prom inh	HTR2A ag	NR2E3 ag-2
C[C@]12CC[C@@H](O)CC1=CC(=O)C1C2CC[C@]2(C)C(=O)CCC12 (stereo partly drawn)	-2	13	-0.2	9	-10	·	-2	15	11	-5	-15
COc1ccc2c(c1)CC1(CN2C)C(=O)NC(=O)N(CCc2ccccc2)C1=O (stereo not drawn)	4	-1	1.0	23	-5	-3	2	-1	9	0	-2
Cc1oc(-c2ccccc2F)nc1CS(=O)CC(=O)N1CCC2(CC1)OCCO2 (stereo not drawn)	6	-2	0.2	-6	-6	-3	-3	-1	15	-2	-7
O=C(c1cc(S(=O)(=O)N2CCOCC2)ccc1F)N1CCC2(CC1)OCCO2	1	-1	6.0	-3	-8	5	10	-2	-5	1	1
COC(=O)C1=C(c2ccc(OCc3ccccc3)cc2)C[C@@H]2CC[C@H]1N2C(=O)NCc1ccc2c(c1)OCO2	-21	5	0.7	-5	-9	·	13	68	·	-2	5
Cn1c(O)c(/C=N/NC(=O)c2ccncc2)c(=O)[nH]c1=S	6	3	-0.8	9	-5	-6	2	7	·	-4	-18
CCOc1ccccc1C1SCC(=O)Nc2c1c(=O)[nH]n2C(CC)CC (stereo not drawn)	-6	-4	3.3	10	-6	2	16	-6	2	1	-21
CC12CC[C@H]3[C@@H](CCC4(O)C[C@H](O)CCC34/C=N/NC(=O)c3ccccc3O)C1(O)CCC2C1=CC(=O)OC1 (stereo partly drawn)	13	-1	1.2	10	-5	2	81*	-1	6	-3	-9
COc1ccc(C(=O)N2CCCC2=O)cc1	3	-1	-1.7	4	-4	-1	-2	-3&-15	16	0	10
Cc1cc(C=C2C(=O)N(C)C(=S)N(C)C2=O)c(C)n1-c1cccnc1	-2	0	-0.1	11	-5	0	19	-21	3	11	-20
C/C=C1\NC(=O)[C@@H](NC(=O)[C@H](CCc2ccc(O)cc2)NC(=O)[C@H](C)NC(=O)[C@H](O)CO)[C@@H](C)OC(=O)[C@H](C(C)C)NC(=O)[C@H](Cc2ccc(O)cc2)N(C)C(=O)[C@H](Cc2ccccc2)N2C(=O)C(CC[C@H]2O)NC1=O (stereo partly drawn)	7	8	6.3	4	-3	·	-15	-5	1	0	-14
COc1cc(N2CCOCC2)ccc1/C=C1\C(=O)NC(=O)N(C2CCCCC2)C1=O	12	-1	-0.4	17	-6	1	-13	20	0	-1	-4
Cc1c(C=O)c2ccccc2n1Cc1ccccc1	-4	-28	0.2	13	-20	-3	12	11	10	-2	-53
CCC(=Nc1ccc2c(c1)CCC2)c1c(O)n(C2CCCCC2)c(=O)[nH]c1=O	-15	-5	-1.3	3	-4	0	17	13	-6	-2	12
C#CCOc1ccc2c(c1)c(C(C)=O)c(C)n2Cc1ccccc1	-2	-5	-0.7	21	-4	0	19	31	9	4	17

Fetched one by one from the list above, two records:
SMILES	H9c2 protect	PDI turbidity	iPSC survival up	HIF-2a inh	CaV13 ICDI inh	NR2E3 ag-1	Peg3 promoter	Shn3 inh set2	TRPM1 prom inh	HTR2A ag	NR2E3 ag-2
COc1ccc2c(c1)CC1(CN2C)C(=O)NC(=O)N(CCc2ccccc2)C1=O (stereo not drawn)	4	-1	1.0	23	-5	-3	2	-1	9	0	-2
CCOc1ccccc1C1SCC(=O)Nc2c1c(=O)[nH]n2C(CC)CC (stereo not drawn)	-6	-4	3.3	10	-6	2	16	-6	2	1	-21

Further compounds:
SMILES	H9c2 protect	PDI turbidity	iPSC survival up	HIF-2a inh	CaV13 ICDI inh	NR2E3 ag-1	Peg3 promoter	Shn3 inh set2	TRPM1 prom inh	HTR2A ag	NR2E3 ag-2
O=C(COc1ccccc1F)N1CCN(CCN2C(=O)c3cccc4cccc(c34)C2=O)CC1	24	-2	-0.5	9	-1	3	5	18	1	-4	-5
COc1ccc2c(c1)c(C(=O)C(C)N1CCCCC1)c(C)n2C (stereo not drawn)	-2	-1	0.0	-113	-2	2	-12	-13	3	8	-19
CN(Cc1c[nH]c2ccccc12)C1CCCCC1	-24	5	-2.5	1	-3	3	45	16	7	0	0
CN1CCC(=O)N(CCN=[N+]=[N-])CC1	1	11	-1.5	7	-5	3	-6	-11	-7	0	-15
O=[N+]([O-])c1cc(Cl)c(O)c(-[n+]2c(-c3ccccc3)cc(-c3ccccc3)cc2-c2ccccc2)c1	-4	-8	1.8	29	-3	2	12	6	-15	9	7
CC(=O)c1cccc(NC(=O)N2C[C@H]3C[C@@H](C2)c2cccc(=O)n2C3)c1	7	·	1.7	12	·	-1	-2	-8	-3	-4	-21
COc1ccc(C2NCCc3[nH]cnc32)cc1 (stereo not drawn)	6	-2	-0.4	14	-1	-3	-10	-7	-2	0	-14
CC12CCC3C(CCC4C/C(=N/O)CCC43C)C1CCC2O (stereo not drawn)	2	-5	-0.3	26	-19	-4	49	-88	18	4	3
CCC(=NCCCn1ccnc1)c1c(O)n(Cc2ccccc2)c(=O)[nH]c1=O	-2	5	5.0	16	-11	1	18	-3	9	-1	-15
Cc1cccc(NP(=O)(Oc2ccccc2F)Oc2ccccc2F)c1	37	-6	-1.0	21	-5	3	33	-2	8	0	21
Clc1ccc2c(c1)C(OC1CN3CCC1CC3)c1ccccc1CS2 (stereo not drawn)	-12	2	-4.0	25	-5	2	97*	22	45	-7	-6
COc1ccc(OCC(=O)N2CCN(Cc3ccc(SC)cc3)CC2)cc1	-6	15	-0.5	12	4	3	20	3	-1	0	-7
COC(=O)C1=C(c2ccc(Cl)c(C(F)(F)F)c2)C[C@@H]2CC[C@H]1N2C(=O)NC1CCCCC1	-7	-6	1.2	4	-4	-1	21	21	14	-2	41
CCc1nc2ccc(N3CCN(C)CC3)cc2nc1CC	-7	9	1.0	14	-7	2	9	-5	-3	4	-20
CCCCC1C(=O)NC(=S)N(C)C1=O (stereo not drawn)	-3	0	3.4	-4	-6	·	-5	-17	4	-3	-5
C#CCOCOCC#CCN(CC)CC	12	0	2.9	1	·	1	-5	2	-9	-2	-7
CCN(CC)c1ccc(N=Cc2c(O)n(-c3ccccc3)c(=O)[nH]c2=O)cc1	3	6	-0.4	11	-27	-1	2	-4	4	2	1
CC(OC(=O)c1cn(C)c2ccccc12)C(=O)N(C)c1ccccc1 (stereo not drawn)	4	2	2.3	16	-2	·	14	5	-4	4	-2
Cc1ccc(NS(=O)(=O)c2ccc(OCC(=O)N3CCN(C)CC3)cc2)cc1	7	-1	0.5	2	-5	0	17	2	19	-5	7
Nc1c(Cl)cc([N+](=O)[O-])cc1Cl	-2	4	0.2	-9	-5	-2	-22	6	3	-11	0
O=P1(c2ccccc2)CC=CC1	-1	·	0.9	3	-3	·	-3	8	·	3	4
CCOC(=O)c1[nH]c(C)c(C(=O)N2CCC3(CC2)OCCO3)c1C	2	9	-1.4	12	-5	0	3	-5	13	-3	-29
S=C(c1ccc(Cl)cc1)N1CCOCC1	0	0	-0.6	8	-9	1	6	9	9	2	-6
Oc1ccc(/C=N/NP(=S)(c2ccccc2)c2ccccc2)cc1	1	8	-0.8	7	-4	-1	28	7	-8	-6	-9
COc1ccc(-c2nc3ccc(Br)cn3c2CC(=O)N2CCCC2)cc1OC	·	·	-0.5	-35	-5	·	·	·	·	-3	-36
O=[N+]([O-])c1ccc(N2CCCNCC2)c2ncccc12	10	0	-0.6	19	1	-2	5	18	5	38*	-17
Cc1cccc(CCNCc2cc3cc(C)cc(C)c3[nH]c2=O)c1	21	3	-0.6	6	-30	2	7	6	6	4	-16
CC(C)C12CN3CCN(CC(C3)/C1=N\O)C2	4	10	-3.1	16	-7	3	3	-16	2	-1	1
CN(C)CP(=O)(O)CN(C)C=O	1	1	6.9	17	-7	5	10	-1	5	1	-23
c1cncc(CNC2CCCCC2)c1	0	7	-0.6	17	-3	-4	9	-6	6	1	-24
CN1[C@H]2CC[C@@H]1C(C(=O)N1CCOCC1)=C(O)C2	1	9	4.5	6	-11	1	3	-12	-5	-4	-17
CN1CCC(N(C)c2nc(-c3ccc([N+](=O)[O-])cc3)nc3ccccc23)CC1	-29	-5	-6.8	-20	-1	·	108*	-72	?	-12	-6
CCCCOCCCn1c(N)c(C(=O)OC(C)COC)c2nc3ccccc3nc21 (stereo not drawn)	10	-5	-4.3	-6	-4	2	13	-5	-2	-1	12
Cc1ccccc1N1C(=O)NC(=O)/C(=C\c2cc(Br)c(N3CCOCC3)o2)C1=O	9	-10	-0.3	2	-4	1	6	-5	8	-1	13
CCCCCn1c(=O)c(C(=O)Nc2ccccc2N)c(O)c2ccccc21	13	13	-0.3	14	-2	6	9	21	11	6	-16
COC(=O)C1=C(c2ccc(-c3ccccc3)c(F)c2)C[C@@H]2CC[C@H]1N2C(=O)NCCOc1ccccc1	3	0	-0.6	14	-8	1	25	9	6	-7	-6
CCN(CC)N=O	2	·	-0.6	6	·	-2	-2	5	2	4	-2
CC(C)N1CCN(Cc2ccc3c(c2)OCCO3)CC1CCO (stereo not drawn)	2	-3	-0.8	14	-4	0	8	·	-4	1	-21
Cc1cccc(-n2c(-c3ccco3)nc3ccccc3c2=O)n1	7	-2	-0.3	-3	·	3	13	-2	0	-2	-16
Cn1cc(C(=O)OCC(=O)Nc2ccccc2Cl)c2ccccc21	5	-3	-0.3	-19	-7	·	-15	11	-25	6	-21
COC(=O)C1=C(c2ccc(F)cc2OCc2ccccc2)C[C@@H]2CC[C@H]1N2C(=O)NCCCc1ccccc1	0	1	-2.8	10	-12	1	29	15	9	-11	-6
Brc1ccc2[nH]cc(/C=N/N3CCCCC3)c2c1	-1	5	-0.5	-24	-5	-3	-3	-5	0	-2	7
CCC(C(=O)Nc1ccc(Cl)cc1)N1CCCC1=O (stereo not drawn)	-3	-2	0.0	-2	-6	2	-2	-10	·	1	-2
COc1ccc(C(CNC(=O)Cc2ccc(Cl)c(Cl)c2)N2CCCCC2)cc1 (stereo not drawn)	0	-1	-0.4	19	-9	0	6	-4	-16	-5	-9
CCCCn1c(=O)c(C(=O)NCc2ccccc2)c(O)c2ccccc21	44	0	2.6	24	-12	0	22	33	13	10	-13
CCOc1cc(/C=C2/C(=O)NC(=O)N(c3ccc(CC)cc3)C2=O)ccc1OC(=O)c1cccs1	-6	-4	-0.8	-31	·	4	2	-1	16	0	-14
Cc1cc(OCC(=O)N[C@@H](Cc2ccccc2)C(=O)O)c2c3c(c(=O)oc2c1)CCC3	0	·	-2.2	-2	·	3	-6	-15	-1	1	16
O=C1NC(=O)C(=CN2CCc3ccccc32)C(=O)N1	-2	6	-0.1	12	-6	5	-16	-9	0	1	-23

Some of the compounds tested. The share of hits here may be higher or lower than overall.
